Tb PYK inh – qHTS of Trypanosoma Brucei Inhibitors | TbPYK enzyme, Kinase-Glo Plus ATP luminescence, 45 min | Potency, µM (titrated, usually from 76.8 µM), without a hit: top-dose activity, negative = inhibition, actives largely listed as inhibitors | actives 0.12% (n = 410,000) | AID 624173, 2012; further: potency means the concentration at half of the fitted maximal effect; nearly all actives have a fitted effect of over 50% in size
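Screened from lowest to highest concentration, compounds were pinned into TbPYK/substrate mixtures, and ADP (130 uM final) was added. Plates sat at room temperature for 45 min prior to Kinase-Glo Plus detection by luminescence.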
LmPK inh – qHTS Assay for Inhibitors of Leishmania Mexicana Pyruvate Kinase (LmPK) | purified LmPK, Kinase-Glo ATP luminescence, 1 h | Potency, µM (doses to about 57.5 µM), without a hit: at the top dose activity change, negative = inhibition, most hits filed as inhibitors | actives 0.37% (n = 290,000); further: potency means the concentration at half of the fitted maximal effect
Target sequence (Q27686 whole entry, looked up): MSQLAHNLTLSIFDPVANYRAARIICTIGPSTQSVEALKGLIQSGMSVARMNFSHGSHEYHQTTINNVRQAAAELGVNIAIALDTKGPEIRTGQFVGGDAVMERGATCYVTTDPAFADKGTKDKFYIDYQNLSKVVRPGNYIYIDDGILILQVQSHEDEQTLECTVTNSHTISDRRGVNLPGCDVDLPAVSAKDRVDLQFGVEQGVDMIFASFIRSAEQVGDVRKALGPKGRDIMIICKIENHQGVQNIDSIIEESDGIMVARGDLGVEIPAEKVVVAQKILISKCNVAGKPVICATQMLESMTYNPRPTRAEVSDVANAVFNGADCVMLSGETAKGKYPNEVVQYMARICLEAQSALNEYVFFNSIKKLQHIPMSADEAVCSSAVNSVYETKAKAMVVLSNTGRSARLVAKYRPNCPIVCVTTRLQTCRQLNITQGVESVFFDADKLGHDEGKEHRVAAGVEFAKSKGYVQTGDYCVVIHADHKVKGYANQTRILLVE
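Kinase-Glo luminescence read after 1 h RT reaction of 0.1 nM LmPK with 0.5 mM PEP and 0.1 mM ADP. Activity scaled between uninhibited and enzyme-free controls.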
AMA1-RON2 inh – qHTS for Inhibitors of AMA1-RON; Towards Development of Antimalarial Drug Lead: Primary Screen; AlphaScreen AMA1-biotinylated RON2 peptide binding; actives 0.2% (n = 360,000); Plasmodium falciparum AMA1 (3D7) - RON2 peptide interaction; AID 720542, 2013; Potency, µM (doses to about 58.2 µM), without a hit: at the top dose activity change, negative = inhibition, hits mostly inhibitors;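 further: potency means the concentration at half of the fitted maximal effect; 0% = vehicle wells and -100% = peptide control; nearly all actives have a fitted effect of over 45% in size; some results filed as inactive show a strong effect at the top dose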
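AMA1 (3D7) with his tag at 25 nM final met compounds first, then biotinylated RON2 peptide at 25 nM; detection used donor plus acceptor beads, 10 µg/mL apiece, read by AlphaScreen after 30 min at room temperature.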
HCV inh – qHTS Assay for Inhibitors of Hepatitis C Virus (HCV). Potency, µM (doses to about 41.8 µM), without a hit: at the top dose activity change, negative = inhibition, usual class: inhibitors. AID 651820, 2012. Huh7.5.1 HCVcc-Cre infection, luciferase reporter, 44 h. actives 3.4% (n = 340,000); further: potency means the concentration at half of the fitted maximal effect
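Antiviral activity was scored by luciferase reporter output from cells infected with HCVcc-Cre (~0.5 moi) in presence of compound, 44 h infection period, cells seeded 1,000/well 4 h prior.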
AmpC inh no detg – qHTS Inhibitors of AmpC Beta-Lactamase (assay without detergent). AmpC nitrocefin hydrolysis, absorbance 480 nm, 0.0001% Triton. Potency, µM (highest dose often 57.1 µM), without a hit: at the highest dose activity change, negative = inhibition, usual class: inhibitors. actives 0.52% (n = 330,000). AID 485341, 2010;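 further: potency means the concentration at half of the fitted maximal effect; plate controls were no compound for no effect and no enzyme for full effect; nearly all actives have a fitted effect of over 20% in size; some results filed as inactive show a strong effect at the top dose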
Target sequence (P00811 whole entry, looked up): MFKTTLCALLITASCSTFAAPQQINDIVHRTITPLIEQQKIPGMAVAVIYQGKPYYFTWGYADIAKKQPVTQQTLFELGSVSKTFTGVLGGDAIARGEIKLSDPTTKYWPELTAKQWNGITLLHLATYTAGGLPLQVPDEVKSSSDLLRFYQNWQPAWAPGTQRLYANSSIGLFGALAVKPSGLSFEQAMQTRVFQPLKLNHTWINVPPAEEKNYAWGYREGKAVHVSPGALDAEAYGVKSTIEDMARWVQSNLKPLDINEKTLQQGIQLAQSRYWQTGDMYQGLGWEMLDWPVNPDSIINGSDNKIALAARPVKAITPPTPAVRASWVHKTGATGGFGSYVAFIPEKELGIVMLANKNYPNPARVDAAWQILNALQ
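20 mM phosphate pH 7.0 + 0.01% (detergent screen) or 0.0001% Triton X-100; 5.3 nM AmpC reagent; cpd preinc 15 min RT; nitrocefin (800 uM stock) to start; A480 q20 s × 4 min; Activity was normalised to no-enzyme and no-compound control wells.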
AmpC detergent – qHTS Inhibitors of AmpC Beta-Lactamase (assay with detergent) | P00811 | AmpC hydrolysis of nitrocefin, absorbance 480 nm, 0.01% Triton | Potency, µM (top dose mostly 114 µM), inactives show at the highest dose activity change, negative = inhibition, most hits filed as inhibitors | actives 0.041% (n = 370,000) | AID 485294, 2010;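 further: potency means the concentration at half of the fitted maximal effect; 0% = no-compound wells and -100% = no-enzyme wells; nearly all actives have a fitted effect of over 25% in size; some results filed as inactive show a strong effect at the top dose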
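20 mM phosphate pH 7.0 + 0.01% (detergent screen) or 0.0001% Triton X-100; 5.3 nM AmpC reagent; cpd preinc 15 min RT; nitrocefin (800 uM stock) to start; A480 q20 s × 4 min; Activity was normalised to no-enzyme and no-compound control wells.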
HCMV inh – qHTS Assay for inhibitors of the human cytomegalovirus (HCMV) | HFF cells, HCMV-luciferase reporter, 72 h; stronger effect = lower value | activity change, negative = inhibition, % at 57.5 µM | actives 4.5% (n = 410,000) | AID 1259415, 2018; in the data active means activity change below about -60%; inconclusive means no clear call, values can overlap the other calls; inactive means above about -39%
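Steps: HFFs plated, 16 h 37C; compounds added; HCMV-luciferase added to MOI 1 PFU/cell; 72 h 37C; OneGlo reagent, 5 min room temperature; luminescence read, normalized to controls.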
* = called active by the depositor; u = inconclusive; x = no result given; & = joins results of further samples; [ ] = remark or other dose. Unless noted, the call rests on the fitted dose curve; in most records, active means well fitted curve in the direction sought with a large enough effect; inconclusive means small, poorly fitted or top-dose-only effect, or another doubt; inactive means no such curve, though single readings can be large; an effect the other way counts as inactive or inconclusive. Unless noted, on the % scale 0 is the no-effect control and ±100 the full control effect.

Order of values: Tb PYK inh	LmPK inh	AMA1-RON2 inh	HCV inh	AmpC inh no detg	AmpC detergent	HCMV inh
Cc1nc(SCC(=O)N2CCCC2=O)c2c(C)c(C)sc2n1
  -15.7%	x	152.1%[activator]	x	x	x	2.0
Fc1ccc(NC(=S)N2CCSC2c2cccs2)cc1 (configuration not stated)
  -11.0%	-8.5%	33.9%[activator]	-6.6%	-41.6%	8.2%	u
CN(C)c1cccc(NC(=O)Cc2ccc(F)cc2)c1
  -4.9%	6.8%	-5.1%	7.2%	-27.0%	-9.5%	16.0
CCCS(=O)(=O)NC(=O)C1(C)CCCN(C(=O)c2sccc2C)C1 (configuration not stated)
  -10.0%	x	-0.2%	x	x	x	-2.2
Nc1nc2c(c3c1c(=O)oc1ccccc13)CCCCC2
  -5.1%	-1.3%	0.6%	3.9%	-17.9%	-0.4%	7.8
O=S(=O)(c1ccccc1)n1nc(-c2ccc(Cl)cc2)nc1NCc1ccc(F)cc1
  -11.4%	x	x	x	x	16.3%	-15.2
O=C(COc1ccc(-c2ccccc2)cc1)NNC(=O)NC1CCCCC1
  -6.9%	2.2%	24.1%	4.4%	-11.0%	-13.9%	-17.8
CCOC(=O)/C(C)=N/NC(=O)c1ccc([N+](=O)[O-])cc1
  2.9%	8.5%	43.9%[activator]	-14.5%	-12.2%	0.9%	u
COc1cccc(OC)c1C(=O)Nc1ccc2c(c1)n(C)c(=O)n2C
  0.2%	2.2%	0.6%	-12.3%	-2.0%	1.9%	73.1
COc1cccc(CN2CC(C(=O)NCc3ncc(C)[nH]3)CCC2=O)c1 (configuration not stated)
  -2.8%	-3.9%	-5.8%	32.7%[activator]	-15.1%	u	17.1
Cc1noc2ncnc(N3CCN(c4ccccc4F)CC3)c12
  -4.0%	x	x	x	x	19.4%	u
Cc1ccc(OCCCSc2ncccn2)cc1C
  2.4%	1.7%	31.6%[activator]	-3.0%	-6.6%	3.5%	3.1
O=C(CN1CCN(c2ccc(F)cc2)CC1)Nc1cccnc1Cl
  -1.3%	5.0%	-13.4%	0.2%	41.9%	-5.3%	-33.7
CCOc1ccc(N2C(=O)CSC2=NC#N)cc1
  -3.0%	x	15.1%	10.2%	-31.8%	-6.3%	-101.3*
CCOc1ccc(C(=O)OCC(=O)NCCCc2ccccc2)cc1
  -13.2%	-0.2%	10.3%	-9.4%	2.6%	-2.6%	30.0
Cc1ccc(-n2ncc(-c3nnc(SCC(=O)NC4CCCC4)o3)c2N)cc1C
  -9.3%	-6.7%	16.9%	u	-2.1%	u	-14.4
COc1ccccc1N1CCN(C(=O)CCCNC(=O)Cn2cnc3sc(C)c(C)c3c2=O)CC1
  0.0%	3.9%	0.7%	-17.9%	174.2%[activator]	5.0%	-2.1
O=C(CCN1CCN(CC(=O)Nc2ccccc2F)CC1)Nc1ccccc1F
  -0.2%	4.1%	-4.5%	6.1%	17.7%	2.8%	34.8
Cc1nn(CC(=O)NCc2ccccn2)c(C)c1[N+](=O)[O-]
  2.3%	3.6%	3.0%	3.4%	-1.8%	3.4%	-22.2
Cc1cc(C(=O)COC(=O)c2cnccn2)c(C)n1-c1ccc(Br)cc1
  0.2%	x	-24.9%	10.5%	73.2%[activator]	x	-29.4
CC(C)[C@H](NC(=O)[C@@H]1CSC2c3ccccc3C(=O)N21)C(=O)NCc1ccncc1 (some centres not stated)
  11.1%	2.1%	-5.5%	6.4%	2.2%	-2.3%	-11.0
CCOc1ccc(NC2=C(Cl)C(=O)N(C3CCCCC3)C2=O)cc1
  -2.5%	0.9%	-0.5%	-2.0%	-21.5%	-10.2%	-25.9
O=C(C1CCCN(S(=O)(=O)c2ccc(Br)cc2)C1)N1CCN(Cc2ccccc2)CC1 (configuration not stated)
  3.1%	-2.6%	-14.8%	11.2µM*	169.0%[activator]	-7.7%	-22.3
Cc1cc(OC2CCCCC2)nc(-c2ccccc2O)n1
  -7.1%	0.5%	14.0%	-19.4%	1.0%	-6.2%	74.8
CCN(CC)CCNC(=O)c1cn(CC)c2ccc(S(=O)(=O)N3CCc4ccccc4C3)cc2c1=O
  -7.6%&-0.4%	4.4%	-6.8%	u	-3.3%	3.3%&-0.6%	-5.1&-14.2
CC(=O)Nc1c(S(=O)(=O)c2ccccc2)c2nc3ccccc3nc2n1Cc1ccccc1
  1.7%	5.9%	2.3%	-7.1%	-6.5%	u	x
Cc1ccc(CN(C(=O)COc2ccc(Cl)cc2Cl)C2CCS(=O)(=O)C2)o1 (configuration not stated)
  1.4%	x	x	x	x	16.1%	30.5
N#Cc1c(NC(=O)CS(=O)(=O)c2ccc(Cl)cc2)sc2c1CCCCC2
  2.7%[15.4 µM]	x	x	x	x	-1.8%	u
COc1ccc(C(c2nnnn2Cc2cccs2)N2CCN(c3ccccc3F)CC2)cc1 (configuration not stated)
  2.2%	1.0%	-13.7%	u	-8.4%	-7.3%	-0.3
Cc1nc2c(C(=O)NCc3ccccc3Cl)c[nH]n2c(=O)c1Cl
  13.1%	4.0%	1.9%	14.5%	u	-0.6%	26.5

The last 2 entries of the section before are carried over, then new ones follow.
Order of values: Tb PYK inh	LmPK inh	AMA1-RON2 inh	HCV inh	AmpC inh no detg	AmpC detergent	HCMV inh
COc1ccc(C(c2nnnn2Cc2cccs2)N2CCN(c3ccccc3F)CC2)cc1 (configuration not stated)
  2.2%	1.0%	-13.7%	u	-8.4%	-7.3%	-0.3
Cc1nc2c(C(=O)NCc3ccccc3Cl)c[nH]n2c(=O)c1Cl
  13.1%	4.0%	1.9%	14.5%	u	-0.6%	26.5
Nc1cccc(S(=O)(=O)c2ccc(N)c(N)c2)c1
  0.5%	0.0%	15.0%	6.8%	-28.9%	7.1%	-32.6
CC(C)N(C)Cc1nnnn1CC(=O)NCc1cc(F)cc(C(F)(F)F)c1
  -5.3%	0.3%	-3.5%	-3.0%	43.7%	u	-24.4
O=C(CNC(=O)c1ccccc1F)OC1CCOC1=O (configuration not stated)
  0.5%	x	9.5%[11.6 µM]	3.0%	-29.1%	x	-11.0
O=S1(=O)CC(N2CCC(Cc3ccccc3)CC2)CN1Cc1ccc(F)cc1 (configuration not stated)
  0.9%	x	-9.4%	x	x	x	-14.2
O=C(COC(=O)Cn1cnc2ccccc21)Nc1ccc(Br)cc1
  -7.2%	x	9.6%	x	x	x	-8.3
Cc1ccc2occ(CN3CCN(Cc4ccccc4)CC3)c(=O)c2c1
  x	-0.7%	x	x	0.0%	-10.1%	x
CN(C)CCCNC(=O)c1ccc(Oc2ccccc2)cc1
  1.3%	0.1%	29.2%	u	-6.9%	1.3%	u
COc1ccccc1NC(=S)N(Cc1ccc(C(=O)O)cc1)Cc1ccc(OC)c(OC)c1
  -2.9%	2.7%	6.1%	6.3%	-2.0%	4.3%	22.5
CC1=C(C#N)C(NC(=O)c2ccc(Cl)cc2)(C(F)(F)F)C(=O)N1 (configuration not stated)
  5.9%	1.6%	-0.4%	-3.8%	-9.8%	-13.0%	-29.9
Cc1ccc(CNc2nc3ccccc3n3cnnc23)cc1
  -7.4%&-5.0%	12.2%	3.3%	10.5%	-5.3%	22.3%&-18.9%	-17.0&-37.5
Cc1ncsc1C(=O)N1CCCC(C(=O)c2ccc3ccccc3c2)C1 (configuration not stated)
  0.1%	0.7%	-10.3%	-22.0%	131.7%[activator]	-9.6%	-37.8
CCC(=O)c1ccc(N2CCOCC2)c(F)c1
  -5.1%	x	-3.6%	11.2%	x	x	-25.1
Cc1cc(C)n2nc(C(=O)NCc3ccccc3)cc2n1
  -29.2%	-2.8%	1.8%	-13.8%	-4.1%	-2.1%	-16.1
Cc1ccc(NC(=O)COC(=O)c2ccc(S(=O)(=O)NCc3ccco3)cc2)cc1
  -3.8%	x	-2.0%	5.7%	-27.1%	1.6%	3.9
C=C(C)c1cccc(C(C)(C)NC(=O)Nc2nnc(C(C)C)s2)c1
  -1.6%	6.9%	-0.1%	u	-24.4%	-5.1%	-101.4*
O=C(c1ccc(F)cc1)N1CCN=C1c1ccccc1
  -19.0%	-2.0%	5.8%	21.1%	-17.5%	-1.3%	-18.7
CC(C)c1ccccc1NC(=O)CN(c1ccccc1)S(=O)(=O)N(C)C
  -4.3%	x	x	x	x	27.1%	-9.9
CSc1nnc(C(C)(C)C)c(=O)n1/N=C/c1ccc(C(C)C)cc1
  0.7%	-1.5%	5.5%	9.8%	-11.4%	5.4%	-63.3*
O=C(COc1ccc([N+](=O)[O-])cc1)Nc1ccc(C(=O)NCc2cccnc2)cc1
  x	-3.1%	-12.7%	7.5%	-55.1%	-9.1%	-6.7
COc1cc(NC(=O)CCNC(=O)N2CC(=O)Nc3ccccc32)cc(OC)c1OC
  2.0%	x	-7.2%	x	x	x	4.5
Cc1ccc(C(NC(=O)c2cccc(S(=O)(=O)N3CCN(C)CC3)c2)c2ccccc2)cc1 (configuration not stated)
  -2.4%	x	-7.8%	u	192.5%[activator]	3.1%	-28.1
C1=CC2CC1CC2CN1CCN(Cc2ccccc2)CC1 (configuration not stated)
  -15.6%	-5.3%	20.4%	3.6%	-11.1%	-1.5%	-26.8
N/C(Cc1cccc2ccccc12)=N\OC(=O)c1ccccc1F
  1.1%	1.4%	-6.4%	14.9%	-25.0%	-2.5%	31.7
CC(C)c1ccc2occ(-c3nn[nH]n3)c(=O)c2c1
  -5.1%	-2.6%	7.8%	13.1%	-23.3%	-3.3%	-29.2
CCOc1cccc(/C=C(/C#N)c2nc3ccccc3[nH]2)c1OCC(=O)O
  -8.7%	2.8%	0.2%	5.4%	-59.0%	u	-101.3*
CCCCN1C(=O)/C(=C/C=C2\N(C)c3ccccc3C2(C)C)SC1=S
  x	-13.2%	x	x	-23.6%	u	x
COC(=O)[C@@H](NC(=O)c1ccc(OC2CCN(Cc3ccccn3)CC2)cc1)C(C)C
  2.0%	-2.3%	57.6%[activator]	-25.4%	8.5%	4.5%	16.2
CCN(CC(=O)NC1CCCCC1)S(=O)(=O)c1ccc(Cl)cc1
  -2.7%	-0.8%	-7.0%	-19.2%	u	-8.9%	-30.9
CCOc1ccc(/C=C2/SC(=S)N(n3c(C)ccc3C)C2=O)cc1
  -3.7%	1.3%	u	-8.6%	-20.0%	-4.3%	-17.0

Screens (PubChem)
